Tb MetRS inh = T. brucei MetRS inhibitors, primary screen, biochemical, luminescence; methionyl-tRNA synthetase (Trypanosoma brucei brucei); purified T. brucei MetRS, ATP depletion, Kinase-Glo luminescence; inhibition, % at 11.9 µM; 360,000 compounds, 0.4% hits; AID 624268, 2012;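 active = inhibition above a per-plate cutoff of the control wells' mean inhibition plus 3 SD, cut at about 5.5% in these data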;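 also: 0% = DMSO wells median and 100% = median of wells with control inhibitor compound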
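Dosing: 11.9 µM single point; system: parasite MetRS enzyme; technique: luminescence of leftover ATP; times: 15 min enzyme-compound preincubation, 2 h reaction, 10 min detection, 25 °C; replicates: each compound tested once; read-out basis: percent inhibition relative to median high and low control wells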
SUMO1-SIM PPI = modulators of SUMO1 protein-protein interactions, primary screen, biochemical, uHTS; Small ubiquitin-related modifier 1 (Homo sapiens), P63165; SUMO1 binding to a labelled peptide, TR-FRET, 1 h; inhibition, % at 20 µM; 360,000 compounds, 0.33% hits; in the data active = inhibition above about 37%
CendR NRP1 mod = modulators of CendR peptide binding to NRP-1, primary screen, biochemical, fluorescence polarization, uHTS | Neuropilin-1 (Homo sapiens), O14786 | FAM-RPARPAR peptide binding to NRP-1 | inhibition, % at 25 µM | 360,000 compounds, 0.85% hits;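 active = inhibition or corrected inhibition above about 18%, plus a signal ratio from 0.5 to 1.5, limit read from the data, passing the limit was not always enough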; also: strong numbers were not always called active
Scp1 inh = Scp-1 phosphatase inhibitors, primary screen, biochemical, colorimetric, uHTS; Recombinant Scp1, phosphopeptide, malachite green phosphate absorbance; 340,000 compounds, 0.88% hits; Carboxy-terminal domain RNA polymerase II polypeptide A small phosphatase 1 (Homo …; inhibition, % at 20 µM;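 active = inhibition above about 50% at 20 µM, limit read from the data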;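 also: plate controls were DMSO wells with enzyme for no effect and wells lacking enzyme for full effect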
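Assay system: SCP-1 catalytic fragment, aa 76-261 | Buffer or medium: Tris acetate buffer pH 5.5 with MgCl2 and Tween-20 | Compound: One concentration, 20 µM, with 1.0% DMSO | Also added: Phospho 17-mer peptide substrate | Signal: Absorbance at 630 nm | Incubation: 45 min enzyme reaction at room temperature | Measure: % inhibition of SCP-1 phosphate liberation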
STEP inh = STEP phosphatase inhibitors, primary screen, biochemical, fluorescence intensity, uHTS | Tyrosine-protein phosphatase non-receptor type 5 (Homo sapiens), P54829 | recombinant STEP, OMFP fluorogenic substrate | inhibition, % at 20 µM | 360,000 compounds, 0.25% hits | AID 588621, 2011;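 active = inhibition at 20 µM, scaled per plate between control wells, above about 37%, limit read from the data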;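 also: 0% = DMSO with enzyme and substrate and 100% = substrate only without enzyme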
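System: STEP phosphatase, cell-free reaction; Buffer or medium: Bis-Tris pH 6.0 buffer with DTT, detergent; Incubation: 20 min at room temperature, dark; Measured by: fluorescence, 480/540 nm.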
SKN-1 inh = suppressors of acrylamide-induced Pgst-4::GFP reporter in worms, primary screen, SKN-1 inhibitor project, whole organism, uHTS, GFP/RFP fluorescence ratio, strain VP596 | C. elegans VP596 Pgst-4::GFP/RFP ratio, 24 h | inhibition, % at 21.8 µM | 360,000 compounds, 0.49% hits | AID 624304, 2012;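 active = interference check ratio from 0.5 to 1.5 plus GFP to RFP signal ratio inhibition reaching or exceeding a fixed threshold, cut at about 30% in these data, passing the limit was not always enough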; also: some compounds called inactive have numbers as strong as hits
LMPTP inh = LMPTP phosphatase inhibitors, primary screen, biochemical, fluorescence intensity, uHTS; Low molecular weight phosphotyrosine protein phosphatase (Homo sapiens), P24666; recombinant LMPTP-A, OMFP fluorogenic substrate; inhibition, % at 20 µM; 360,000 compounds, 0.22% hits;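 active = compounds that cut the enzyme signal by at least half of the control window in the single-dose screen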;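 also: plate controls were DMSO wells with enzyme plus substrate for no effect and substrate without enzyme for full effect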
Target sequence (P24666 whole entry, looked up): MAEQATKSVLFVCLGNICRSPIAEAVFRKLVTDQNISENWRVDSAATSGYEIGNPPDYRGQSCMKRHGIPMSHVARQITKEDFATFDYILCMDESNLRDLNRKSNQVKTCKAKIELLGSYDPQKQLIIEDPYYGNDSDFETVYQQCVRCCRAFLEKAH
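material = LMPTP-A | quantity = 0.625 nM enzyme | reagent = OMFP substrate, 400 µM final | buffer or medium = Bis-Tris pH 6.0, DTT, detergent | detection = endpoint fluorescence intensity from OMFP dephosphorylation | dosing = single 20 µM dose | read-out basis = % inhibition relative to no-enzyme and uninhibited control wells | control set = no-enzyme and uninhibited controls | timing = 50 min at room temperature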
Neddylation inh = inhibitors of cullin neddylation, primary screen, biochemical, TR-FRET, uHTS, NAE and Ubc12. 360,000 compounds, 0.58% hits. NEDD8-conjugating enzyme Ubc12 (Homo sapiens) + NEDD8-activating enzyme E1 regulatory …. calls only at 25 µM; in the data active = inhibition above about 36%
Target sequence (P61081 whole entry, looked up): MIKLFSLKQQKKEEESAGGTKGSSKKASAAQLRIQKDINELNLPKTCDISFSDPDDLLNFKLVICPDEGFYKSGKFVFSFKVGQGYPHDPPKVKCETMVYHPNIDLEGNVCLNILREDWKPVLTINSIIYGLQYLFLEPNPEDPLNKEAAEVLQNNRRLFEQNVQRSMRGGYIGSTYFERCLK
Target sequence (Q13564 whole entry, looked up): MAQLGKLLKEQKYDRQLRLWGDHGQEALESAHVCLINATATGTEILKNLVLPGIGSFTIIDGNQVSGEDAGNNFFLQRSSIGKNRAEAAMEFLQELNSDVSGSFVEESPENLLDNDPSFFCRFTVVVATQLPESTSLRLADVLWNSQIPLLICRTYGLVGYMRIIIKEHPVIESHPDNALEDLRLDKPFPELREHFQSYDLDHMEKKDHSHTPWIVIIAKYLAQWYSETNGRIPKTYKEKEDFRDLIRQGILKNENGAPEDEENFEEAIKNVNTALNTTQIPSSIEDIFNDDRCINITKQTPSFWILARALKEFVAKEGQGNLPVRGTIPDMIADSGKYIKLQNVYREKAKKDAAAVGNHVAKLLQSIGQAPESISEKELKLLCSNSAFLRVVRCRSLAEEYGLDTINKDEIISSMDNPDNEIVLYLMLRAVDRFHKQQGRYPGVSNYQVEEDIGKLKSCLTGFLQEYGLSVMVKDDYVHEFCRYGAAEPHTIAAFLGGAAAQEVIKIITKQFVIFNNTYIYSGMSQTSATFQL
DNMT1 block = human DNMT1 methyltransferase inhibitors, primary screen, biochemical, molecular beacon, fluorescence, HinP1I cleavage, uHTS; AID 588458, 2011; inhibition (reported as % activation of signal), % at 10 µM; 360,000 compounds, 0.83% hits; DNA (cytosine-5)-methyltransferase 1 (Homo sapiens), P26358; in the data active = inhibition above about 50%
NadD block = inhibitors of S. aureus NadD, primary screen, biochemical, colorimetric, uHTS; Nicotinate-nucleotide adenylyltransferase NadD (Staphylococcus aureus N315); purified NadD enzyme, colorimetric absorbance read-out; inhibition, % at 20 µM; 360,000 compounds, 0.78% hits; AID 602399, 2012; in the data active = inhibition above about 26%; also: some compounds past the cut are filed as inactive
An asterisk follows results filed as active; i = inactive; . = no result given.

Value order – LMPTP inh, SKN-1 inh, Scp1 inh, Neddylation inh, DNMT1 block, SUMO1-SIM PPI, CendR NRP1 mod, Tb MetRS inh, STEP inh, NadD block
> COCCN=c1scc(-c2ccc3c(c2)NC(=O)CO3)n1/N=C(\C)c1ccc(O)cc1
→ 1.0, 9, -2, i, -11, -13, -19, -0.1, -3, 1
> OC(c1ccc(Cl)cc1)c1ncc(-c2ccccc2F)[nH]1 (stereo unspecified)
→ 0.2, 17, ., i, 2, 2, -8, -0.4, -1, 2
> O=C(COc1ccc2c3c(c(=O)oc2c1)CCC3)NCCCN1CCCC1=O
→ -1.1, -2, -7, i, 2, 0, 7, -0.1, 2, -1
> COc1ccc(NS(=O)(=O)c2cccc(C(=O)N3CCN(C(=O)c4ccco4)CC3)c2)cc1
→ -0.7, 3, -2, i, 6, 0, 1, -0.3, 2, 1
> Cc1cn(-c2cc(NC(=O)c3ccc(C)c(NC(=O)c4cccc(-c5cn[nH]c(=O)c5)c4)c3)cc(C(F)(F)F)c2)cn1
→ -1.3, -4, 5, i, 4, 73*, -5, -0.2, 2, 4
> CCOC(=O)CCSc1nc(C(C)(C)C)cc(C(F)(F)F)c1C#N
→ 2.6, 4, -4, i, 3, -2, 2, 0.1, 3, 17
> O=C1N[C@@H](c2ccccc2)COC(=O)[C@H](Cc2ccc(F)cc2)C/C=C\C[C@@H]1CC(=O)N(CCO)Cc1ccccc1
→ 0.0, 11, -5, i, -4, -5, 2, -0.1, 1, 0
> Cc1ccccc1-c1nc(CS(=O)(=O)CC(=O)NC(C)c2ccccc2)c(C)o1 (stereo unspecified)
→ 0.4, -12, -1, i, 1, 3, 12, 0.2, 1, -6
> CC1CCN(C(=O)COC(=O)c2n[nH]c3ccccc23)CC1
→ -1.5, 3, -9, i, -2, 2, 12, 0.1, 7, 14
> CCOC(=O)CN(c1ccccc1C)S(=O)(=O)c1ccc(Cl)cc1
→ 0.4, 6, -10, i, 1, 3, 16, -0.3, 2, -7
> Cc1ccc(S(=O)(=O)N/N=C/c2cc(Br)ccc2O)cc1
→ 0.3, -17, -7, i, -1, -2, 1, -0.1, -2, -6
> CCCCC1(CC(=O)OC)C(=O)N(c2ccccc2)N(c2ccccc2)C1=O
→ -1.6, -2, -13, i, -2, 0, -6, -0.7, -1, 0
> Cc1c(C(=O)C(=O)NCCC2=CCCCC2)c2ccccc2n1C
→ 0.6, -8, 8, i, 2, 1, 8, -1.6, 0, -1
> C=CCN1CCN(C(=O)c2c(-c3ccccc3)noc2C)CC1
→ -1.7, 2, -8, i, 1, -2, -7, -0.3, -2, -2
> OC(CNCC(c1ccc(Cl)cc1Cl)c1c[nH]c2ccccc12)c1ccccc1 (stereo unspecified)
→ 4.9, -10, 2, i, -32, 12, -3, 0.1, -3, 9
> OC[C@@H](O)C(O)[C@@H](O)CO (stereo partly specified)
→ -3.2, 5, ., i, -1, -2, -6, -0.1, 0, 2
> Cc1cccc(-n2ncc3c(N(CCO)CCO)ncnc32)c1
→ -1.6, -3, -9, i, -1, 5, 6, 0.2, -2, -3
> CC(C)c1cc(C(=O)Nc2cc(Cl)ccc2O)no1
→ 0.1, -13, -4, i, -2, 2, -8, -0.9, -2, -12
> c1cncc(-c2nnc(-c3cccnc3)nn2)c1
→ 0.2, -5, -7, i, -4, -4, 5, -0.7, 10, -2
> Clc1cccc(CSc2nnc(-c3c[nH]c4ccccc34)o2)c1
→ 2.3, -25, -19, i, -6, 0, -29, 1.9, -2, -11

Fetched by compound from the list above (five):
Value order – LMPTP inh, SKN-1 inh, Scp1 inh, Neddylation inh, DNMT1 block, SUMO1-SIM PPI, CendR NRP1 mod, Tb MetRS inh, STEP inh, NadD block
> CCOC(=O)CN(c1ccccc1C)S(=O)(=O)c1ccc(Cl)cc1
→ 0.4, 6, -10, i, 1, 3, 16, -0.3, 2, -7
> Cc1cccc(-n2ncc3c(N(CCO)CCO)ncnc32)c1
→ -1.6, -3, -9, i, -1, 5, 6, 0.2, -2, -3
> OC[C@@H](O)C(O)[C@@H](O)CO (stereo partly specified)
→ -3.2, 5, ., i, -1, -2, -6, -0.1, 0, 2
> O=C(COc1ccc2c3c(c(=O)oc2c1)CCC3)NCCCN1CCCC1=O
→ -1.1, -2, -7, i, 2, 0, 7, -0.1, 2, -1
> Cc1c(C(=O)C(=O)NCCC2=CCCCC2)c2ccccc2n1C
→ 0.6, -8, 8, i, 2, 1, 8, -1.6, 0, -1

Following part
Value order – LMPTP inh, SKN-1 inh, Scp1 inh, Neddylation inh, DNMT1 block, SUMO1-SIM PPI, CendR NRP1 mod, Tb MetRS inh, STEP inh, NadD block
> CC(C)C[C@H]1COc2cc(N(C)CCO)ccc2S(=O)(=O)N1
→ 0.0, 23, ., i, ., 1, 13, -0.6, ., -4
> Cc1c(C(=O)Nc2cccc(C(F)(F)F)c2)oc2ccc(S(=O)(=O)N3CCOCC3)cc12
→ 3.5, 36*, -11, i, -9, -1, -5, -0.8, -1, -8
> O=S(=O)(Nc1ccc(Oc2ncccn2)c(Cl)c1)c1ccc(Cl)cc1
→ -0.2, -31, -9, i, -1, -1, -1, -0.5, 1, 5
> Cn1cccc1C(=O)NCC1COc2ccccc2O1 (stereo unspecified)
→ -9.7, -7, -7, i, -9, -4, -6, -0.4, -6, 1
> CCCCn1ccnc1C
→ -1.3, 0, 4, i, 3, -3, 8, 0.8, 0, -8
> Cc1ccc(NC(=O)CN2C(=O)NC(C)(c3ccc(Cl)cc3)C2=O)cc1S(=O)(=O)N1CCOCC1 (stereo unspecified)
→ 2.0, 0, -7, i, -3, 0, -2, 0.6, 0, 7
> Cc1cc(C)nc(NC(=O)C(C)N2C(=O)c3ccccc3C2=O)n1 (stereo unspecified)
→ -1.7, -3, 23, i, 2, 0, 7, -0.4, 1, 0
> O=C(CN1C(=O)NC2(CCCC2)C1=O)NCCC1=CCCCC1
→ -0.2, -9, -4, i, 4, 3, -3, -0.8, -4, -4
> Cc1ccc(S(=O)(=O)NC(=O)C2(C)CCN2C(=O)C2CCCCC2)nc1 (stereo unspecified)
→ -1.0, 2, ., i, 0, -1, -1, -0.4, 2, 0
> CC(O)CC(C)O (stereo unspecified)
→ 0.7, 7, 0, i, 1, 1, 0, -0.9, -2, 5
> O=C(/C=C/c1ccc(S(=O)(=O)N2CCOCC2)cc1)N(CCO)Cc1ccccc1
→ -0.1, -5, -13, i, 0, -5, -1, 0.0, 2, -11
> O=C(NC(=S)Nn1cnnc1)c1ccc(F)cc1Cl
→ 4.4, 8, -6, i, 0, 8, -2, -0.2, 2, 4
> Cc1ccccc1Nc1c([N+](=O)[O-])cncc1[N+](=O)[O-]
→ 0.0, -3, 3, i, 2, -37, -9, 0.1, -3, -1
> Cc1ccc(OC(=O)NC2CCS(=O)(=O)C2)cc1C (stereo unspecified)
→ -0.6, -10, -4, i, -5, -1, 2, -0.2, -1, -7
> CCCCS(=O)(=O)Nc1ccc2c(c1)ncn2C1CCCCC1
→ -0.4, 11, -8, i, 1, -2, 0, 0.6, -3, -4
> CC(C)Oc1cccc(C(=O)Nc2ccc(Br)cc2F)c1
→ -0.8, -7, 8, i, 7, -4, -9, -0.1, -1, -4
> Cc1nnc(SCC(=O)NCc2cccs2)[nH]c1=O
→ 0.5, -2, 0, i, 14, 0, -2, 0.1, 1, -2
> Clc1ccc(C#Cc2cccnc2)cc1
→ 0.7, 75*, 8, i, 8, 2, 5, -0.2, 1, 0
> O=c1cc(CN2CCN(c3ccccc3O)CC2)nc2sccn12
→ 36, 9, 11, i, -3, 1, -5, -1.6, 5, 17
> Cc1ccc(NC(=O)C2CCCN(S(=O)(=O)c3c(C)noc3C)C2)cc1 (stereo unspecified)
→ 0.2, 0, -13, i, -1, 1, 9, -0.3, -1, 3
> Cc1cc(=O)[nH]c(N/N=C/c2ccc3c(c2)OCCO3)n1
→ 1.8, 0, -4, i, -8, -11, 7, 0.2, 0, 4
> O=C(Nc1cccc(N=Cc2cc(Cl)cc(Br)c2O)c1)c1ccco1
→ 0.5, -1, -6, i, -28, -1, -116, -0.3, -2, 20
> Cc1coc2cc3oc(=O)c(CC(=O)N[C@@H](CC(C)C)C(=O)O)c(C)c3cc12
→ -0.3, 1, -9, ., 18, 5, 11, 0.2, 0, -5

Screens from PubChem BioAssay.

An unsorted share of the library, and some 4.6% of all compounds hit somewhere here.
